# Screening results from PubChem BioAssay.
# F508del corr: correctors of CFTR F508del function in bronchial epithelial cells; CFBE cells, YFP halide quenching; stimulated with forskolin plus potentiator P3; % fluorescence drop versus neutral controls; activity (quench increase), % at 7.58 µM; 350,000 compounds, 0.36% hits; AID 720511;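 active = mean added fluorescence quench of at least 8% versus neutral control, with both replicates also reaching 8%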;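 note: cells transiently co-express mutant CFTR-F508del with the halide-sensitive YFP; corrector assay measuring rescue of mutant channel to the surface after 24 h compound exposure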
# RAD52 anneal inh: RAD52 (human) annealing inhibition. P43351. recombinant RAD52 DNA annealing, FRET fluorescence. inhibition, % at 18.7 µM. 360,000 compounds, 0.46% hits. AID 651710;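 active = every replicate showing at least 50% inhibition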
# RAD54 inh: RAD54 (human) branch migration inhibition. Q92698. RAD54 Holliday junction branch migration, FAM/BHQ fluorescence. inhibition, % at 10.4 µM. 360,000 compounds, 0.14% hits;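 active = mean normalized replicate activity at least 40 and at least half of replicates scoring 40 or more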;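 note: 0% = median of neutral control wells and 100% = median of positive control wells; inhibitors cause a drop in the FAM fluorescence signal; in these data hits start at about 50%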
# Target sequence (Q92698 whole entry, looked up): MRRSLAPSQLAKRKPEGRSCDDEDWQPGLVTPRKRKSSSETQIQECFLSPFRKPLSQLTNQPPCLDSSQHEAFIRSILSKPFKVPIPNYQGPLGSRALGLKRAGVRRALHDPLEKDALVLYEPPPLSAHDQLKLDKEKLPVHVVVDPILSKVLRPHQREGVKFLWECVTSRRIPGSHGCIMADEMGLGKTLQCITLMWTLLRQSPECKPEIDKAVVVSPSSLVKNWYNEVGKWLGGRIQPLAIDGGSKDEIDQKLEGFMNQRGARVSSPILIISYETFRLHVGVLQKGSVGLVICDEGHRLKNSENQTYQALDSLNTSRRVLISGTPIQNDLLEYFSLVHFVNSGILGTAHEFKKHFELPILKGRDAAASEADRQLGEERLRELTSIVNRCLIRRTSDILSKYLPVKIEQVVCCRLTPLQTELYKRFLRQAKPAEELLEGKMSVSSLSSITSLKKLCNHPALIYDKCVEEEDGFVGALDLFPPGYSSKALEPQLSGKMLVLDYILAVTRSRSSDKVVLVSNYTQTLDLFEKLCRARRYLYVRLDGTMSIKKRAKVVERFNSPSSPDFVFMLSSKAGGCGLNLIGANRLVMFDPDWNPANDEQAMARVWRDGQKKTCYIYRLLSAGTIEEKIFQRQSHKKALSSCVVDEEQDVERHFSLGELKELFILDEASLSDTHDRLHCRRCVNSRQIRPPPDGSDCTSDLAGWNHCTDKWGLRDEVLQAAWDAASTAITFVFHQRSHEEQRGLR
# ERAP1 HTS inh: inhibitors of human ERAP1 aminopeptidase | 340,000 compounds, 0.15% hits | Q9NZ08 | recombinant ERAP1, Leu-AMC fluorescence, 60 min | inhibition, % at 10.7 µM;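 active = mean replicate inhibition of at least 30%, or all replicates individually reaching that 30% level; inactive = mean below 30% and not every replicate reaching it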;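 note: 0% = neutral control wells and 100% = L-leucinethiol positive control wells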
# ARNT TACC3 PPI: disruptors of human ARNT/TACC3 interaction; 390,000 compounds, 0.66% hits; Q9Y6A5; inhibition, % at 9.99 µM; AlphaScreen His-ARNT PAS-B/GST-TACC3 binding, luminescence; TACC3 fragment carries E629A point mutation;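 active = mean inhibition of replicates at least 50% and at least half of replicates each reaching 50%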;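 note: 0% = complete ARNT plus TACC3 wells and 100% = ARNT alone without TACC3; many hits fall short of the cut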
# INS-1E GSIS act: primary screen for activators of insulin secretion dependent on glucose, INS-1E cells, GLuc reporter luminescence; AID 743287; 370,000 compounds, 0.61% hits; activation, % at 16.6 µM; INS-1E GLuc reporter insulin secretion, 2-3 h;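 active = lowest replicate activation of at least 40%, so every replicate reaches that level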;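 note: 0% = median of neutral control wells and 100% = median of IBMX positive control wells; some compounds called inactive have numbers as strong as hits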
# esBAF inh: inhibitors of esBAF chromatin remodeling in mouse ES cells | Bmi1-luciferase knock-in reporter, 24 h; 100% = twice the neutral-well signal | reporter increase, % at 12.5 µM | 350,000 compounds, 2% hits | AID 602393; in the data active = activation above about 40%;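 note: 0% = median of the plate's neutral control wells and 100% = double that signal; a rise in the Bmi1 reporter signal indicates esBAF inhibition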
# XiGFP reactiv: X-chromosome reactivation activator | 360,000 compounds, 0.055% hits | activation, % at 7.58 µM | AID 743238 | XiGFP mouse fibroblasts, % GFP-positive cells imaging, 3 d; cells co-treated with 5-aza-dC sensitizer; scaled so ellipticine positive control = 100%;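 active = mean normalized replicate activation at least 10% and every replicate at or above 10%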;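 note: 0% = median of on-plate neutral control wells and 100% = ellipticine 6 µM median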
#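 material = 68-5-11 XiGFP fibroblast line | medium = DMEM plus 5-aza-dC sensitizer | schedule = 3 days compound exposure | benchmarks = positive control ellipticine, 6 µM final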
# The depositor's hits bear a star; · = no result given.
# Preview:
SMILES,F508del corr,RAD52 anneal inh,RAD54 inh,ERAP1 HTS inh,ARNT TACC3 PPI,INS-1E GSIS act,esBAF inh,XiGFP reactiv
O=C(CNC(=S)N(Cc1ccccc1)Cc1cccs1)NCc1ccc(F)cc1,2.2,-56,·,-4,-4,-51,·,-0.1
CCOC(=O)[C@]12Cc3c(cc(OC)c(OC)c3OC)[C@H]1N(C1CCCCC1)C(=O)c1cc(OC)ccc12,2.0,-20,·,·,·,178*,·,-0.1
Cc1ccc(S(=O)(=O)N[C@@H]2CC[C@H](CC(=O)NCCN3CCCCC3)O[C@H]2CO)cc1,-3.8,-11,7,2,·,-1,-1,0.4
Cc1cnc(C(=O)OCC(=O)N2CCc3ccccc32)cn1,2.4,-2,·,-9,2,-7,-5,0.3
CCc1sc(C(=O)Nc2cc(S(=O)(=O)N3CCOCC3)ccc2OC)cc1C,-0.4,-1,9,5,-6,23,-10,0.3
COc1ccc(-c2ccc([C@H]3[C@@H](C#N)N[C@@H]3CO)cc2)cc1,0.8,1,14,0,3,18,10,0.4
COc1ccc(OCCNC(=O)c2ccc(C)cc2)cc1,-1.0,-11,-6,1,3,-7,20,0.2
CCCC(=O)Nc1ccc2c(c1)C(=O)N(C)[C@@H]1CC[C@H](CC(=O)N3CCc4ccccc4C3)O[C@H]1CO2,-2.2,·,-4,·,2,-11,-4,0.1
NC1=NC[C@@H](Cc2ccc(O)cc2)N1CCC12CC3CC(CC(C3)C1)C2,-0.4,10,-10,1,-6,184*,-14,0.2
COCCNc1nc(N)c([N+](=O)[O-])c(NC2CCCCC2)n1,5.1,-8,-12,-2,0,15,9,0.2
Cc1ccc2oc(=O)c3cnn(CC(=O)NCCC(C)C)c3c2c1,-1.0,3,-1,7,-1,6,1,-0.1
CC(=O)Nc1ccc(NC(=O)C(C)NC(C)c2cccc3ccccc23)cc1 (centres undefined),2.1,-3,-5,0,-2,-15,7,0.1
Cc1ccccc1-c1ccc([C@@H]2[C@H]3CN(C(=O)c4cccnc4)CCCCN3[C@H]2CO)cc1,-5.3,-5,-10,0,-5,-1,2,0.7
Cc1ccc(OCC(=O)N(Cc2ccc(N(C)C)cc2)C2CCS(=O)(=O)C2)cc1C (centres undefined),2.2,-11,-8,5,15,3,3,0.0
COc1ccc(NC(=O)CSc2nc3[nH]c(=O)cc(O)c3s2)c(OC)c1,0.0,-80,-2,0,1,6,0,0.0
CC(=O)OCC[C@H](NS(=O)(=O)OCC(Cl)(Cl)Cl)c1ccccc1,4.7,-6,-17,-3,17,-1,1,0.0
COc1ccccc1CNC(=O)C[C@@H]1CC[C@H](NC(=O)CC2CC2)[C@@H](CO)O1,-0.7,-19,-2,1,14,-1,6,-0.4
CCCCCCN1C[C@@H](n2cc(C3CC3)nn2)[C@H](O)C[C@@H]1c1ccc(OC)cc1,3.4,-19,2,1,·,-12,-88,-0.1

# Main list, previewed entries included:
SMILES,F508del corr,RAD52 anneal inh,RAD54 inh,ERAP1 HTS inh,ARNT TACC3 PPI,INS-1E GSIS act,esBAF inh,XiGFP reactiv
O=C(CNC(=S)N(Cc1ccccc1)Cc1cccs1)NCc1ccc(F)cc1,2.2,-56,·,-4,-4,-51,·,-0.1
CCOC(=O)[C@]12Cc3c(cc(OC)c(OC)c3OC)[C@H]1N(C1CCCCC1)C(=O)c1cc(OC)ccc12,2.0,-20,·,·,·,178*,·,-0.1
Cc1ccc(S(=O)(=O)N[C@@H]2CC[C@H](CC(=O)NCCN3CCCCC3)O[C@H]2CO)cc1,-3.8,-11,7,2,·,-1,-1,0.4
Cc1cnc(C(=O)OCC(=O)N2CCc3ccccc32)cn1,2.4,-2,·,-9,2,-7,-5,0.3
CCc1sc(C(=O)Nc2cc(S(=O)(=O)N3CCOCC3)ccc2OC)cc1C,-0.4,-1,9,5,-6,23,-10,0.3
COc1ccc(-c2ccc([C@H]3[C@@H](C#N)N[C@@H]3CO)cc2)cc1,0.8,1,14,0,3,18,10,0.4
COc1ccc(OCCNC(=O)c2ccc(C)cc2)cc1,-1.0,-11,-6,1,3,-7,20,0.2
CCCC(=O)Nc1ccc2c(c1)C(=O)N(C)[C@@H]1CC[C@H](CC(=O)N3CCc4ccccc4C3)O[C@H]1CO2,-2.2,·,-4,·,2,-11,-4,0.1
NC1=NC[C@@H](Cc2ccc(O)cc2)N1CCC12CC3CC(CC(C3)C1)C2,-0.4,10,-10,1,-6,184*,-14,0.2
COCCNc1nc(N)c([N+](=O)[O-])c(NC2CCCCC2)n1,5.1,-8,-12,-2,0,15,9,0.2

# 2 entries from above, with values under each structure:
# The line under a structure holds: F508del corr	RAD52 anneal inh	RAD54 inh	ERAP1 HTS inh	ARNT TACC3 PPI	INS-1E GSIS act	esBAF inh	XiGFP reactiv
O=C(CNC(=S)N(Cc1ccccc1)Cc1cccs1)NCc1ccc(F)cc1
→ 2.2	-56	·	-4	-4	-51	·	-0.1
COc1ccc(OCCNC(=O)c2ccc(C)cc2)cc1
→ -1.0	-11	-6	1	3	-7	20	0.2

# The results go on:
SMILES,F508del corr,RAD52 anneal inh,RAD54 inh,ERAP1 HTS inh,ARNT TACC3 PPI,INS-1E GSIS act,esBAF inh,XiGFP reactiv
Cc1ccc2oc(=O)c3cnn(CC(=O)NCCC(C)C)c3c2c1,-1.0,3,-1,7,-1,6,1,-0.1
CC(=O)Nc1ccc(NC(=O)C(C)NC(C)c2cccc3ccccc23)cc1 (centres undefined),2.1,-3,-5,0,-2,-15,7,0.1
Cc1ccccc1-c1ccc([C@@H]2[C@H]3CN(C(=O)c4cccnc4)CCCCN3[C@H]2CO)cc1,-5.3,-5,-10,0,-5,-1,2,0.7
Cc1ccc(OCC(=O)N(Cc2ccc(N(C)C)cc2)C2CCS(=O)(=O)C2)cc1C (centres undefined),2.2,-11,-8,5,15,3,3,0.0
COc1ccc(NC(=O)CSc2nc3[nH]c(=O)cc(O)c3s2)c(OC)c1,0.0,-80,-2,0,1,6,0,0.0
CC(=O)OCC[C@H](NS(=O)(=O)OCC(Cl)(Cl)Cl)c1ccccc1,4.7,-6,-17,-3,17,-1,1,0.0
COc1ccccc1CNC(=O)C[C@@H]1CC[C@H](NC(=O)CC2CC2)[C@@H](CO)O1,-0.7,-19,-2,1,14,-1,6,-0.4
CCCCCCN1C[C@@H](n2cc(C3CC3)nn2)[C@H](O)C[C@@H]1c1ccc(OC)cc1,3.4,-19,2,1,·,-12,-88,-0.1
COc1ccc(CN2C(=O)c3cccnc3C2=O)cc1S(=O)(=O)NC1CCCCC1C (centres undefined),0.3,-19,9,1,-1,-4,-3,0.0
CCCNC(=O)c1c(Cl)cnn1-c1ccc(C)cc1,1.8,-8,-1,2,·,30,·,0.0
CCOC(=O)c1sc(/N=C/C2=C(O)CC(C)(C)CC2=O)c(C(=O)OCC)c1C,-0.5,-21,·,-4,0,11,·,0.0
CC(C)n1c(-c2ccc(C(C)(C)C)cc2)n[nH]c1=S,·,·,-13,·,-7,-23,10,·
CC1(C)Cc2c(cnn2-c2ccc(F)cc2)C(NC(=O)c2ccco2)C1 (centres undefined),-0.5,-14,0,0,4,-6,19,0.1
Cc1ccc(C(=O)C2CCN(CC(=O)NCc3ccc(F)cc3)CC2)cc1,0.2,-10,-13,0,-5,1,6,0.0
Cc1ccc(C(=O)Nc2scc(-c3ccccc3)c2C(=O)O)o1,-0.6,-2,·,0,-2,-4,·,0.0
C[C@@H]1CN([C@H](C)CO)C(=O)Cc2cc(NC(=O)Cc3ccccc3)ccc2O[C@@H]1CN(C)Cc1ccc(C(=O)Nc2ccccc2N)cc1,-0.6,20,·,-2,·,-2,·,-1.2
N#Cc1ccc(-c2ccc([C@@H]3[C@H]4CN(C(=O)C5CCCC5)CC(=O)N4[C@H]3CO)cc2)cc1,0.8,12,·,0,·,-14,·,0.1
Cn1c(=O)c2c(nc(Oc3ccc4c(c3)OCO4)n2Cc2ccc(Cl)cc2)n(C)c1=O,·,·,-5,·,-3,9,2,·
COC(=O)C[C@H]1CC[C@@H]2[C@H](COc3ccc(NC(=O)c4cccc(Cl)c4)cc3C(=O)N2C)O1,·,3,-4,0,-4,0,-6,-0.1
O=C(NCc1ccncn1)[C@H]1[C@H](CO)[C@H]2Cn3c(ccc(-c4ccccc4)c3=O)[C@H]2N1CC1CC1,-2.9,-13,3,0,30,-3,-4,0.3
C=C1CCN([C@@H](CC(C)C)C(=O)NCc2ccco2)S(=O)(=O)c2ccccc21,3.6,-16,-12,-1,1,-2,-2,0.4
COc1cc(CN2CCc3ccccc3C2)ccc1O,-8.9,-3,·,1,-14,77*,-33,1.7
CCOc1ccc(CCNC(=O)COC(=O)/C=C/c2cccc(OC)c2)cc1OCC,5.6,-20,5,-6,-5,39,15,0.1
Cc1cc(C(=O)N[C@H](c2ccccc2)[C@@]2(C)C[C@@H]2[C@@H](C)C(=O)Nc2ccc3ccccc3c2)no1,2.9,-28,-6,0,2,-12,-14,0.0
O=C(NC1CCCCC1)C1c2ccccc2C(=O)N1Cc1ccc2c(c1)OCO2 (centres undefined),3.5,1,·,2,-5,5,·,0.1
COc1cccc(C#Cc2ccc3c(c2)O[C@@H](CN(C)C)[C@@H](C)CN([C@@H](C)CO)S3(=O)=O)c1,-1.2,49,2,-1,6,9,-1,-1.4
CCCN1C[C@@H](C)[C@@H](OC)CN(C)C(=O)c2cc(NC(=O)Nc3cccc(F)c3)ccc2OC[C@@H]1C,3.1,·,-5,·,5,-10,-2,-0.1
C[C@@H]1CN([C@@H](C)CO)C(=O)c2cc(C#CCN(C)C)cnc2O[C@H]1CN(C)Cc1cccc(C(=O)O)c1,-1.4,-15,-10,0,-7,7,-1,0.1
O=C(O)CC1(C(=O)O)CC2C=CC1C2 (centres undefined),-1.1,-8,-9,-3,·,12,-4,0.1
Cc1ccc(-c2nc(C3CCCN(S(=O)(=O)c4ccc(C(C)(C)C)cc4)C3)no2)cc1 (centres undefined),3.1,-2,4,-1,-6,5,-1,0.1
CC(C)CC#Cc1cnc2c(c1)C(=O)N([C@H](C)CO)C[C@H](C)[C@H](CN(C)Cc1cncnc1)O2,-0.3,-10,1,0,-5,11,2,-0.6
CCOc1ccc(N(C(=O)CNC(=O)c2ccco2)C(C(=O)NC2CCCC2)c2cccnc2)cc1 (centres undefined),1.7,-6,1,-2,·,·,2,0.0
Cc1ccc(C(=O)NCc2ccc(Cl)cc2)cc1S(=O)(=O)N1CCCCC1,-1.1,-4,12,0,·,-3,-2,0.3
N#CC1(NC(=O)COc2ccccc2[N+](=O)[O-])CCCCC1,0.3,-7,3,18,0,20,·,0.0
CCCCNC(=O)c1ccccc1NC(=O)CCC,·,7,·,11,·,6,·,0.2
C[C@@H]1CN([C@@H](C)CO)C(=O)c2cc(C#CC3(O)CCCC3)cnc2O[C@@H]1CN(C)Cc1ccccc1,-0.6,-4,-5,3,-1,-9,0,0.5
O=C(CN1C(=O)COc2ccccc21)NNC(=O)Nc1ccccc1F,2.4,-2,1,-1,-2,2,-5,0.5
O=C(NNC1=NS(=O)(=O)c2ccccc21)c1cccc([N+](=O)[O-])c1,-0.2,-4,-6,3,-2,9,2,0.2
C[C@@H]1CN([C@@H](C)CO)C(=O)Cc2cc(NC(=O)Nc3ccc(C(F)(F)F)cc3)ccc2O[C@H]1CN(C)C,-1.3,-6,7,1,-1,-8,-2,-1.5
CC(=NNC(=O)c1ccncc1)c1ccc(Cl)c(Cl)c1,2.6,-8,-3,-3,-1,·,0,0.2
COc1cc(CCCN2C(=O)C(=O)NC[C@@H]2c2ccccc2)cc(OC)c1OC,1.8,-8,-7,0,-7,-6,6,0.0
COc1cc2cnc(CCO[C@H]3CCCCO3)cc2cc1OC,-2.2,-12,-10,1,3,18,2,0.3
